Yfh1-off respiration: mitochondrial function rescue without frataxin homolog – Friedreich's ataxia, plus single-dose screen, dose response (AID 1465) | S. cerevisiae Yfh1-off respiration, WST-1 reduction, 72 h; higher fold induction means a stronger effect | one-dose fold induction at 50 µM; EC50 in µM for titrated hits | 220,000 compounds, 0.074% hits;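 active = fold induction of absorbance versus untreated yeast above a set limit, then at least 30% activation at any dose in follow-up; inconclusive = repeats straddling the limit, or above it without dose testing; inactive = fold induction below the set limit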;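 also: activators that raise dye reduction in frataxin-depleted yeast; strong numbers were not always called active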
human PMI inhibitors: MPI inhibition at elevated mannose 6-phosphate – biochemical, fluorescence intensity, high mannose 6-phosphate, primary screen (AID 1220); inhibition, % at 20 µM, or IC50 in µM where a hit was titrated; recombinant PMI enzyme, coupled fluorescence intensity; higher % means a stronger effect; 190,000 compounds, 0.66% hits; in the data active = inhibition above about 50%
P. falciparum M17LAP: P. falciparum M17LAP inhibitors, primary screen, biochemical, fluorogenic H-Leu-NHMec substrate, 1536-well (AID 1619); recombinant M17LAP, H-Leu-NHMec fluorogenic kinetic assay; higher % means a stronger effect; inhibition, % at 30 µM, or IC50 in µM where a hit was titrated; 220,000 compounds, 0.38% hits;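 active = compound inhibiting the enzyme by more than half at any dose during confirmatory dose-response retesting; inconclusive = strong single-dose inhibitors picked by rank but not retested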;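 also: plate controls were full reaction with DMSO carrier for no effect and no enzyme background for full effect; strong numbers were not always called active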
PhoP inhibition: PhoP-dependent GFP reporter repression – Salmonella Typhimurium, primary screen (AID 1863); S. Typhimurium PhoP-regulated promoter GFP reporter, 4 h; higher % means a stronger effect; inhibition, % at 50 µM; hits with a dose series show IC50 in µM; 300,000 compounds, 0.16% hits;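 active = inhibition over 29.93%, a cutoff 3 SD above the screen mean, later confirmed by dose response; inconclusive = inhibition over 29.93% but no dose response follow-up; inactive = inhibition at most 29.93% or unconfirmed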;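 also: 0% = low Mg2+ inducing control and 100% = high Mg2+ repressing control; strong numbers were not always called active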
P. falciparum M1AAP: P. falciparum M1AAP inhibitors, biochemical, fluorogenic H-Leu-NHMec substrate, 1536-well (AID 1445). recombinant M1AAP, H-Leu-NHMec fluorogenic kinetic assay; higher % means a stronger effect. one-dose inhibition, % at 30 µM; IC50 in µM for titrated hits. 220,000 compounds, 0.42% hits;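 active = primary inhibition above the hit cutoff, then over 50% inhibition at one or more dose response concentrations, cut at about 23% in these data, passing the limit was not always enough; inconclusive = conflicting primary data, or primary hits not chosen for dose response; inactive = low primary inhibition, or under 50% at every dose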;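 also: plate controls were DMSO full reaction for no effect and no enzyme background for full effect; strong numbers were not always called active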
ER stress rescue: rescue of cells from ER stress-induced death, primary screen, 384-well, CSM14.1, thapsigargin, ATP luminescence (AID 1222). CSM14.1 thapsigargin-induced death rescue, ATP luminescence; higher % means a stronger effect. cellular ATP content (survival), % at 20 µM, or EC50 in µM where a hit was titrated. 190,000 tested, under 10 active;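 active = EC50 below 50 µM in the dose-response confirmation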;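 also: death triggered by thapsigargin at about 15 µM added after 2 h compound pretreatment; cell ATP read after overnight thapsigargin exposure of roughly 18 to 22 hours; normalized against plate controls of thapsigargin alone and 5% DMSO vehicle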
West Nile antiviral: West Nile virus antiviral activity, cell-based, CPE readout (AID 1621); one-dose CPE inhibition, % at 10 µM; IC50 in µM for titrated hits; West Nile virus-infected cells, CPE inhibition; higher % means a stronger effect; 290,000 compounds, 0.02% hits; in the data active = a potency from the dose series; inconclusive = CPE inhibition mostly from about 3.7% at the one dose, without a potency; inactive = the rest, 99 in 100 with CPE inhibition below about 2.2%; also: strong numbers were not always called active
XIAP antagonists: XIAP antagonists, biochemical, IAP family, fluorescence polarization (AID 1018) | XIAP BIR domain, fluorescence polarization peptide displacement; higher % means a stronger effect | displacement, % at 20 µM, or IC50 in µM where a hit was titrated | 200,000 compounds, 0.007% hits; in the data active = displacement above about 50%; also: a part of the inactive calls stands beside numbers as strong as those of hits
Siah-1 displacement: Siah-1 peptide-binding antagonists, primary screen, biochemical, fluorescence polarization, rhodamine-plectin, uHTS (AID 1817) | displacement, % at 20 µM, or IC50 in µM where a hit was titrated | Siah-1 / rhodamine-plectin peptide fluorescence polarization; higher % means a stronger effect | 290,000 compounds, 0.02% hits;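 active = displacement of at least 50% at 20 µM, with a fluorescence ratio check between 0.3 and a set limit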;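 also: plate controls were Siah plus tracer with DMSO for no effect and tracer alone without Siah for full effect; strong numbers were not always called active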
An asterisk follows results filed as active; i = inactive; u = inconclusive; x = no result given.

SMILES	Yfh1-off respiration	human PMI inhibitors	P. falciparum M17LAP	PhoP inhibition	P. falciparum M1AAP	ER stress rescue	West Nile antiviral	XIAP antagonists	Siah-1 displacement
O=C(CSc1nccc(=O)[nH]1)N1N=C2/C(=C/c3ccco3)CCCC2C1c1ccco1 (stereo unspecified)	i	-1.0%	13.7%	-2.7%	20.9%	-1.0%	0.1%	-12.5%	2.5%
Cc1ccc2c(c1)N(C(=O)CCC(=O)N1CCc3ccccc3C1)CCO2	i	20.0%	42.8%	1.0%	3.0%	-2.2%	-0.1%	-4.2%	2.5%
CC(=O)NC1(C(F)(F)F)C(=O)NC(C)=C1C#N (stereo unspecified)	i	2.0%	-2.4%	-1.0%	2.9%	-1.4%	0.2%	-1.8%	-0.3%
Cn1c(=O)c2c(nc(CN3CCOCC3)n2CCCc2ccccc2)n(C)c1=O	i	3.2%	3.9%	-5.7%	13.4%	-1.5%	-0.4%	-8.2%	5.1%
COc1ccc(NC(=O)c2ccc(S(=O)(=O)N3CCCCCC3)cc2)c(OC)c1	i	x	-3.7%	-9.9%	3.3%	x	-0.3%	x	11.0%
S=c1[nH]nc(C2CC2c2ccc(Cl)cc2)n1-c1ccc(Cl)cc1 (stereo unspecified)	i	17.5%	-2.1%	22.5%	-3.9%	0.7%	-1.2%	-3.3%	4.2%
O=C(CNS(=O)(=O)c1cccs1)N1CCCC1	i	3.8%	-7.4%	-1.6%	1.1%	-1.7%	0.2%	-2.5%	3.7%
CS(=O)(=O)N(CC(=O)N1CCOCC1)Cc1ccc(Cl)cc1	i	1.1%	-4.3%	-7.6%	8.0%	-2.2%	-0.1%	-0.7%	5.9%
CCCCOc1ccc(C(=O)Oc2ccc(C)nc2)cc1	i	8.5%	5.1%	0.5%	4.1%	2.0%	0.6%	-3.4%	1.9%
CNc1nc(NC#N)nc(SC)n1	i	x	0.3%	-6.2%	-3.0%	x	0.6%	x	2.0%
O=C(Nc1ccc(N2CCOCC2)cc1)C1CCN(C(=O)OCc2ccccc2)CC1	i	x	5.1%	-3.9%	7.9%	x	-0.1%	x	-0.7%
CCN(CC)S(=O)(=O)c1ccc(N(C)Cc2cccc(OC)c2OC)nc1	i	11.3%	2.3%	-2.0%	9.8%	-1.2%	-1.2%	-3.3%	0.5%
N#CCCN(CCC#N)c1nncs1	i	13.1%	-3.5%	-0.8%	-1.2%	-2.5%	0.1%	-8.0%	-0.5%
Cc1cc(C)c(-c2c(O)c3cccc4c3n(c2=O)CCC4)c(C)c1	i	-9.5%	7.8%	0.1%	-2.3%	-2.1%	0.3%	0.6%	2.3%
COC(=O)c1c(NC(NC(=O)C(C)C)C(Cl)(Cl)Cl)sc2c1CCC2 (stereo unspecified)	i	16.4%	-10.0%	-5.2%	16.6%	-4.2%	-1.0%	-4.3%	3.0%

Looked up by compound from above, five records:
SMILES	Yfh1-off respiration	human PMI inhibitors	P. falciparum M17LAP	PhoP inhibition	P. falciparum M1AAP	ER stress rescue	West Nile antiviral	XIAP antagonists	Siah-1 displacement
CCN(CC)S(=O)(=O)c1ccc(N(C)Cc2cccc(OC)c2OC)nc1	i	11.3%	2.3%	-2.0%	9.8%	-1.2%	-1.2%	-3.3%	0.5%
O=C(CNS(=O)(=O)c1cccs1)N1CCCC1	i	3.8%	-7.4%	-1.6%	1.1%	-1.7%	0.2%	-2.5%	3.7%
CS(=O)(=O)N(CC(=O)N1CCOCC1)Cc1ccc(Cl)cc1	i	1.1%	-4.3%	-7.6%	8.0%	-2.2%	-0.1%	-0.7%	5.9%
COc1ccc(NC(=O)c2ccc(S(=O)(=O)N3CCCCCC3)cc2)c(OC)c1	i	x	-3.7%	-9.9%	3.3%	x	-0.3%	x	11.0%
Cc1ccc2c(c1)N(C(=O)CCC(=O)N1CCc3ccccc3C1)CCO2	i	20.0%	42.8%	1.0%	3.0%	-2.2%	-0.1%	-4.2%	2.5%

Later entries
SMILES	Yfh1-off respiration	human PMI inhibitors	P. falciparum M17LAP	PhoP inhibition	P. falciparum M1AAP	ER stress rescue	West Nile antiviral	XIAP antagonists	Siah-1 displacement
COc1cc(NC(=O)CSc2nnc(NC(C)C)s2)cc(OC)c1OC	i	12.0%	9.3%	-1.5%	3.1%	-0.6%	-1.2%	-0.5%	0.4%
CCOc1ccccc1-c1nc(-c2cccc(Br)c2)no1	i	-3.2%	-3.9%	3.5%	5.5%	-1.0%	1.3%	-2.1%	5.6%
CCC/C=C(\CCC)C(NC(=O)OCC(C)C)c1ccc(C(=O)OC)cc1 (stereo unspecified)	i	10.1%	-6.6%	7.2%	-3.0%	-2.7%	-1.1%	-5.8%	7.4%
Cc1ccc(S(=O)(=O)N2CCOCC2)cc1NC(=O)COC(=O)c1ccc2c(c1)OCO2	i	-4.2%	-2.5%	2.1%	3.0%	-0.8%	0.4%	-2.9%	-0.2%
CCC(=O)c1ccc(OCC(=O)Nc2nn3cnnc3s2)cc1	i	-2.4%	-7.4%	0.3%	1.1%	-3.3%	-0.2%	-2.8%	-3.5%
CCOC(=O)c1ccc(NC(=O)CCNc2c(N3CCCC3)c(=O)c2=O)cc1	i	-13.3%	-5.1%	7.9%	-6.0%	-1.4%	0.1%	-2.6%	-6.0%
O=C(NNC(=O)[C@H]1CC=CC[C@H]1C(=O)O)c1ccc(Cl)cc1Cl	i	9.5%	0.4%	-2.1%	-2.0%	6.0%	0.6%	-7.9%	-5.0%
OC(CNCCc1ccc(C(F)(F)F)cc1)COc1ccc2ccccc2c1 (stereo unspecified)	i	0.2%	8.7%	u	4.4%	0.8%	-2.6%	-3.3%	-3.6%
CCOc1cccc(/C=C2/NC(=O)N(CC(=O)Nc3cccc(C)c3)C2=O)c1O	i	-8.7%	-8.4%	0.5%	2.3%	-1.6%	-0.2%	-7.6%	0.5%
CC1CCN(C(=S)c2cn(Cc3ccccc3F)c3ccccc23)CC1	u	8.0%	-14.7%	0.3%	-2.2%	0.1%	-0.4%	-3.5%	-3.4%
COc1ccc(-c2csc3nc(-c4ccc(C)cc4)oc(=O)c23)cc1OC	i	3.1%	-10.1%	-5.5%	10.1%	-2.6%	-0.2%	-5.4%	18.7%
CCOC(=O)C1CCCN(Cc2c(C(=O)N3CCOCC3)nc3ccccn23)C1 (stereo unspecified)	i	2.3%	-5.2%	-8.7%	-0.8%	-1.7%	0.0%	-5.2%	-0.9%
O=C(CCN1C(=O)c2ccccc2C1=O)Nc1ccccn1	i	-5.9%	-17.3%	6.9%	-0.8%	-4.3%	-0.1%	-4.0%	0.2%
Cc1cc(C)cc(N(C(=O)Cc2cccs2)C(C(=O)NC2CCCC2)c2ccc(C)o2)c1 (stereo unspecified)	i	13.3%	1.8%	12.4%	-1.2%	-2.6%	-0.9%	-2.2%	0.6%
COC(=O)C1CCN(CC(N)=O)CC1	i	-5.1%	19.3%	2.6%	-1.1%	-3.4%	-0.1%	-2.9%	1.2%
CCOC(=O)c1ccc(NC(=O)C(=O)NCCc2ccc(OC)cc2)cc1	i	-7.8%	2.2%	-1.9%	2.4%	1.8%	0.1%	-1.5%	-0.4%
O=C(Nc1ccccc1)c1ccc2c(c1)OCO2	i	-5.8%	-2.2%	8.8%	2.0%	1.0%	-0.2%	-4.5%	-2.0%
CCn1c2ccccc2c2nnc(SCc3cc(=O)n4ccsc4n3)nc21	x	11.0%	x	x	x	-0.5%	x	-23.5%	-4.8%
CCCCNC(=S)N(C)/N=C/c1ccccc1F	i	7.1%	15.4%	4.3%	1.5%	-0.8%	-1.3%	-3.9%	-5.6%
O=C(Nc1ccc2c(c1)OCO2)c1cc2nc(C3CC3)cc(C(F)(F)F)n2n1	i	18.6%	1.5%	-9.4%	1.5%	3.9%	0.8%	-0.2%	-3.3%
Cc1cccc(-n2c(Cc3ccccc3)nnc2SCC(=O)N2CCOCC2)c1	i	-10.5%	0.6%	-5.8%	-0.1%	-1.0%	-0.2%	-1.6%	-1.8%
O=C(NCC1CCCO1)c1ccc(NS(=O)(=O)c2cccc([N+](=O)[O-])c2)cc1 (stereo unspecified)	i	-2.7%	1.1%	6.4%	0.4%	-0.1%	1.4%	-5.9%	4.2%
O=S(=O)(c1ccccc1)c1nc(-c2cccs2)oc1NCC1CCCO1 (stereo unspecified)	i	-58.8%	0.3%	-1.7%	0.5%	-2.2%	0.1%	-7.8%	-2.3%
O=C(c1ccc2c(c1)OCO2)N(c1ccc(F)cc1)C1C=CS(=O)(=O)C1 (stereo unspecified)	i	5.0%	-5.1%	2.9%	0.3%	0.3%	-0.3%	-1.5%	-7.8%
COc1ccc(CC(=O)N2N=C(C)CC2(O)c2cccnc2)cc1OC (stereo unspecified)	i	6.7%	11.8%	-0.5%	6.0%	-2.2%	-0.5%	-6.8%	1.1%
COCCCn1c(=NC(C)=O)c(C#N)cc2c(=O)n3cccc(C)c3nc21	i	x	2.7%	-9.0%	-0.1%	x	0.6%	x	-5.7%
CCCCCn1c(SCCN2CCOCC2)nc2c1c(=O)[nH]c(=O)n2C	x	-1.7%	1.0%	8.8%	4.9%	-1.3%	0.8%	-2.1%	3.4%
Cc1ccc(C(=O)Oc2ccccc2N2C(=O)C3CCCCC3C2=O)cc1 (stereo unspecified)	x	6.5%	-0.2%	-6.9%	4.0%	-1.3%	x	-5.2%	-1.0%
O=C(CCN1CCN(Cc2ccccc2)CC1)NNC(=O)Cc1ccc(Cl)c(Cl)c1	i	-12.4%	-13.2%	-3.5%	4.4%	-0.6%	-0.5%	-8.4%	0.7%
COc1cccc(NC(=O)Nc2cccc(C(=O)O)c2)c1	i	-3.1%	6.3%	-7.0%	-2.0%	-0.8%	0.3%	-1.9%	11.1%
CCOC(=O)N1CCC(N2C(=O)c3ccccc3C2Nc2cc(C(=O)OC)cc(C(=O)OC)c2)CC1 (stereo unspecified)	i	8.4%	11.9%	-8.0%	16.2%	0.9%	-0.1%	-5.2%	2.1%
Cc1cc(/C=N/NC(=O)c2cccs2)c(C)n1-c1cnccn1	i	10.3%	9.7%	1.1%	18.9%	-1.5%	1.2%	-3.2%	15.0%
COc1ccc(-c2cc(C(F)(F)F)nc(N3CCCCCC3)n2)cc1	i	9.0%	6.5%	-8.1%	-2.9%	-0.9%	-0.7%	-2.2%	1.2%
Cc1cc(C)cc(CC(Cc2nc3ccccc3[nH]2)c2nc3ccccc3[nH]2)c1 (stereo unspecified)	i	16.2%	10.1%	42.2%	-13.0%	0.7%	u	-4.0%	-1.8%

Screens (PubChem)
